Bioassay records: PubChem, several laboratories
dFosB activator: activators of delta FosB homodimer, primary screen, biochemical, fluorescence polarization, TAMRA-CDK5 oligo, single point; AID 493131, 2011; Protein FosB (Mus musculus), P13346; 0.99% of 340,000 active; purified delta FosB; percent of positive-control signal above neutral wells; activation, % at 25 µM;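 active = mean activation above about 17%, with every replicate also reaching it, limit read from the data, passing the limit was not always enough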;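 also: fluorescence polarization rise as delta FosB binds a TAMRA Cdk5 AP-1 oligo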
Mot1-301 SUMO: yeast Mot1-301 growth rescue at high temperature, primary screen, SUMOylation pathway inhibitor project, S. cerevisiae, ATP luminescence, 38.5C; S. cerevisiae Mot1-301 growth rescue; percent above DMSO median, 100 means doubled; growth rescue, % at 18.8 µM; 1% of 320,000 active;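 active = every valid replicate shows activation above 250% relative to neutral control wells; inactive = the rest, any valid replicate at or below 250%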;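 also: OY570 slx delta 5 strain wells were the positive control but not used for scaling; some compounds called inactive have numbers as strong as hits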
DSG3 Ab inh: inhibitors of pemphigus antibody binding to DSG3, primary screen, biochemical, bead-based, flow cytometry, scFv-GFP; Desmoglein-3 (Homo sapiens), P32926; DSG3-coupled beads, scFv-anti-DSG3-GFP binding; active compounds read low; binding (percent of control), % at 10 µM; 0.48% of 310,000 active;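 active = binding more than 3 SD below its plate's average and above zero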;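 also: hits lower antibody fragment binding to DSG3; some compounds called inactive have numbers as strong as hits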
CDK5 p35 inh: inhibitors of human CDK5/p35 kinase, primary screen, biochemical, single concentration. Cyclin-dependent kinase 5 (Homo sapiens) + Cyclin-dependent kinase 5 activator 1 (Homo …. Recombinant CDK5/p35, ADP-Glo luminescence, 60 min. inhibition, % at 10 µM. 0.01% of 330,000 active. AID 488839, 2010;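 active = highest replicate inhibition of at least 50% and at least 75% of replicates reaching 50%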;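 also: plate controls were DMSO neutral control for no effect and GW8510 at 10 µM for full effect; many of its hits are not listed in these tables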
SR-BI HDL uptake: inhibitors of SR-BI mediated HDL lipid uptake, primary screen, ldlA[mSR-BI] cells, fluorescence, single point; 0.96% of 320,000 active; inhibition, % at 12.5 µM; Scavenger receptor class B member 1 (Mus musculus), Q61009; ldlA[mSR-BI] CHO cells, DiI-HDL uptake fluorescence, 3 h;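 active = mean replicate inhibition of at least 70% and a set share of replicates each scoring 70 or more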;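 also: 0% = median of neutral control wells and 100% = median of positive control wells; values of inactives mirror those of a sister screen read the other way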
Target sequence (Q61009 whole entry, looked up): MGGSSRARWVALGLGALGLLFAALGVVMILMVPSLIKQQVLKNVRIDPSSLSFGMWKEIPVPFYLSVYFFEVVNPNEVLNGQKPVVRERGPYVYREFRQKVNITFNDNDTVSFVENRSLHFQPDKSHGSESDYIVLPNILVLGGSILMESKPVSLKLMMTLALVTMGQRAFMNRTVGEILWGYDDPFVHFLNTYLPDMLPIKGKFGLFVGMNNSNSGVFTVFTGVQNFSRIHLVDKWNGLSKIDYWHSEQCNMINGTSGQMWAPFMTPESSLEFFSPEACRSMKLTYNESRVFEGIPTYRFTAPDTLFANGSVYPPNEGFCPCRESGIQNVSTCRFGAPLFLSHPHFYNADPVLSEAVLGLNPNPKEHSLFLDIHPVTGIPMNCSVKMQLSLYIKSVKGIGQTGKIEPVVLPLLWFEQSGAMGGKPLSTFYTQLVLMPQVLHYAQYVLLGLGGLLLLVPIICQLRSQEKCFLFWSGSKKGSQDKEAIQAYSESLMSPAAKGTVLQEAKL
PKA-R2B activ: activators of PKA-R2B holoenzyme, primary screen, biochemical, fluorescence polarization, Cy5-IP20, human. cAMP-dependent protein kinase catalytic subunit beta (Homo sapiens) + cAMP-dependent …. PKA-R2B holoenzyme dissociation; R2B truncated from residue 108, S112A mutant; 0% DMSO only, 100% 113 µM cGMP. activation, % at 11.4 µM. 0.079% of 340,000 active;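 active = activation above a cutoff set at the mean over all compounds plus 3 SD, cut at about 18% in these data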;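 also: higher means more holoenzyme dissociation and a rise in polarization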
Target sequence (P31323 whole entry, looked up, other chains not shown, the tested form may be a part): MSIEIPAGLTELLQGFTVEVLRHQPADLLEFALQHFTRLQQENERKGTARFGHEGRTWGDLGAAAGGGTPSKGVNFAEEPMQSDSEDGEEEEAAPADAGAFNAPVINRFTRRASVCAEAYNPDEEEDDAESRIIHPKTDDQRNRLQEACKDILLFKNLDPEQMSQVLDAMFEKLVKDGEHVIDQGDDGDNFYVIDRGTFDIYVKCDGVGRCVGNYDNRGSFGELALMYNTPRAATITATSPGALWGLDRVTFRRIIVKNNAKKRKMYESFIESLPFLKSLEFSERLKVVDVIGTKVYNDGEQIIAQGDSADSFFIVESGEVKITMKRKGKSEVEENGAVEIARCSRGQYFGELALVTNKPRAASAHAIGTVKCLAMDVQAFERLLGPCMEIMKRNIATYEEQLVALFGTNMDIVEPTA
MITF act: activators of MITF-driven TRPM1 promoter reporter, primary screen, cell-based, SK-MEL-5, luciferase, single point. SK-MEL-5 TRPM1-promoter luciferase, 24 h; % of positive control, neutral wells = 0. activation, % at 12.5 µM. 0.75% of 300,000 active. AID 588334, 2011;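 active = mean activation of at least 80% with every replicate also reaching 80%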;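 also: 0% = neutral control wells and 100% = parthenolide positive control wells; values of inactives mirror those of a sister screen read the other way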
SR-BI DiI-HDL act: activators of SR-BI mediated DiI-HDL uptake, primary screen, ldlA[mSR-BI] CHO cells, DiI fluorescence; 0.096% of 320,000 active; activation, % at 12.5 µM; 3 h; 100 = double the neutral-control signal; AID 504775, 2011;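 active = mean replicate activation of at least 60% and every replicate at or above 60%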;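 also: 0% = median plate neutral-control signal and 100% = twice that signal; values of inactives mirror those of a sister screen read the other way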
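system = CHO ldlA[mSR-BI] cells, LDL receptor-null, SR-BI overexpressing | medium = Ham's F12 with 0.5% BSA, HEPES 25 mM, pH 7.4 | probe or stimulus = DiI-HDL 10 µg/mL | compound dosing = single-point compound dose | incubation = compound exposure 3 h, 37 °C | technique = DiI fluorescence, bottom read | read-out = cell-associated DiI fluorescence as measure of HDL uptake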
Arr AP2 block: inhibitors of beta-arrestin/AP2 binding, primary screen, biochemical, GPCR trafficking, flow cytometry; beta-arrestin 1 C-terminal peptide binding to AP2 beta2-adaptin appendage (human); FITC-arrestin peptide / GST-AP2 beads; AP2 beta2 appendage carries R879A mutation; inhibition, % at 10 µM; 0.31% of 340,000 active;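 active = inhibition above a set limit, near 3 SD of compounds lacking own fluorescence, cut at about 54% in these data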;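 also: plate controls were DMSO wells for no effect and 5 µM unlabelled arrestin peptide for full effect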
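System: GST-AP2 R879A glutathione beads; medium: PBS, Tween 20 0.05%, BSA 0.1%; reagent: fluorescein-tagged arrestin peptide at 50 nM final; schedule: pre-incubation 12 min, peptide binding 1 h, room temperature; detection: flow cytometry, FL1 (488/535 nm); read-out: inhibition as reduced fluorescein signal on beads, percent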
PKA-R1A act: activators of PKA-R1A holoenzyme, primary screen, biochemical, fluorescence polarization, Cy5-IP20, bovine R1A, mouse PKAc; cAMP-dependent protein kinase type I-alpha regulatory subunit (Bos taurus) + …; PKA-R1A dissociation; scaled: DMSO 0%, 113 µM cGMP 100%; activation, % at 11.4 µM; 0.083% of 340,000 active; AID 504707, 2011;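 active = percent activation above the mean of all tested compounds plus 3 SD, cut at about 19% in these data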;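 also: higher means more PKAc released from R1A so a rise in polarization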
NSD2 inh: NSD2 histone methyltransferase inhibitors, primary screen, biochemical, AlphaScreen, single concentration, set 2 | 0.54% of 310,000 active | NSD2 peptide methylation, 120 min | inhibition, % at 12.5 µM | Histone-lysine N-methyltransferase NSD2 (Homo sapiens), O96028; in the data active = inhibition above about 50%
* marks the source's active call; other numbers are inactive results; i = inactive; nt = not tested or not shown.

SMILES	dFosB activator	Mot1-301 SUMO	DSG3 Ab inh	CDK5 p35 inh	SR-BI HDL uptake	PKA-R2B activ	MITF act	SR-BI DiI-HDL act	Arr AP2 block	PKA-R1A act	NSD2 inh
CCCCCCCCCCOC(=O)Cn1c(COc2ccc(C)cc2)[n+](C)c2ccccc21	38*	71	129	2.7	-35	-5	nt	35	20	-12	14
CC(=O)C1=C(O)C(=O)N(c2ccc(S(=O)(=O)Nc3nccs3)cc2)C1c1ccc([N+](=O)[O-])cc1 (configuration not stated)	-7	-3	102	-1.6	-13	1	2	13	6	7	0
COc1ccc(-c2csc3ncnc(Nc4ccc(O)cc4)c23)cc1	1	0	96	0.8	67	4	-11	-67	10	-8	4
C#CCOCCOCCOCCNc1nc(N2CCN(C(=O)Cn3cc(CCCN=C(N)N)nn3)CC2)nc(N2CCN(C(=O)[C@H](C)n3cc(CCCN=C(N)N)nn3)CC2)n1	6	9	105	1.1	-27	-4	-3	27	6	-6	nt
Cc1ccc(/C=N/n2c(-c3ccncc3)n[nH]c2=S)o1	3	-3	129	2.1	-43	-10	4	43	-24	-7	-1
COc1ccc(C(=O)C2CCCN(Cc3cn(C)nc3-c3ccccc3)C2)cc1F (configuration not stated)	2	88	96	1.4	-3	6	-7	3	2	-14	1
CCOC(=O)CNC(=O)Cn1cnc2c(oc3ccccc32)c1=O	0	368	96	0.9	-8	8	2	8	3	-7	3
Cc1cccc(CCNC(=O)C2CCCN(S(=O)(=O)c3cnc[nH]3)C2)c1 (configuration not stated)	-1	-18	111	-0.4	-4	-1	-8	4	34	12	nt
CC(OC(=O)[C@@H](NC(=O)c1ccco1)C(C)C)C(=O)Nc1ncc(Cl)cc1Cl (some centres not stated)	1	-6	100	0.1	-3	0	-4	3	-11	1	-7
CCOC(=O)Nc1cc2c(cc1[N+](=O)[O-])-c1ccccc1C2=O	-1	nt	91	-0.3	15	-7	-8	-15	0	-10	0
NC1=NC2(CCCCC2)N(c2ccc(F)cc2)C(N)=N1	3	5	78	1.4	-7	-6	0	7	21	-13	-2
Cc1ccc(OCCC(=O)OCC(=O)NC2CCS(=O)(=O)C2)cc1 (configuration not stated)	3	-1	97	0.9	-13	-11	-4	13	-11	-9	0
CCCn1c(SCC(=O)Nc2sc(C)c(C)c2C#N)nnc1C(C)C	-8	-7	98	1.0	12	-8	-6	-12	-8	8	-3
Cc1cc(F)c(F)c(C(=O)N2CCN(C)CC2)c1Cl	-1	54	100	0.6	-8	0	-5	8	3	8	nt
C=CCOc1ccc(C2NC(=O)c3ccccc3O2)cc1 (configuration not stated)	2	70	90	1.3	2	-5	12	-2	13	-3	1
CC1(C)C(=O)Nc2ccccc2N1C(=O)COC(=O)/C=C/c1ccc(OC(F)F)cc1	11	15	101	-1.2	44	3	-1	-44	-1	1	-2
COc1ccc(OC)c(N=C(C)C2=C(O)COC2=O)c1	2	-3	nt	0.2	2	-9	nt	-2	-4	-9	0
O=C(Nc1c2c(nn1-c1ccc(F)cc1)CS(=O)C2)c1ccc2c(c1)OCO2 (configuration not stated)	-5	-3	109	1.1	6	-8	-6	nt	-1	-6	-3
CCOCc1nnc(NC(=O)c2ccc3c(c2)OCO3)s1	-6	-3	98	-0.3	-3	-7	20	3	13	-7	-2
O=C(Cc1ccsc1)N1CCc2c([nH]c3ccccc23)C1c1ccccn1 (configuration not stated)	-10	21	95	1.6	12	-5	2	-12	0	-17	-1
c1ccc(C2=Nn3c(nnc3-c3cccnc3)SC2)cc1	-33	24	99	-0.1	3	-4	1	-3	-5	-3	1
CN(CCC1CCCCO1)Cc1cn(C)nc1-c1ccc2c(c1)OCCO2 (configuration not stated)	-11	-7	94	-0.1	3	-2	14	-3	14	-1	10
Cc1ccc(NC(=S)N(CCN2CCCCC2)Cc2ccco2)cc1	-2	-7	104	0.7	-51	-6	4	51	39	2	-1
CN(C)c1ccc(NC(=O)c2cc3c(=O)n4ccccc4nc3n2C)cc1	-10	-4	104	0.9	nt	-2	22	nt	21	6	-5
COc1ccc(OCC(=O)NNC(=O)C2CCC2)cc1	4	-14	91	-3.5	22	-5	3	-22	-3	8	-2

(listing goes on)
SMILES	dFosB activator	Mot1-301 SUMO	DSG3 Ab inh	CDK5 p35 inh	SR-BI HDL uptake	PKA-R2B activ	MITF act	SR-BI DiI-HDL act	Arr AP2 block	PKA-R1A act	NSD2 inh
CC(=O)N(CCCN1CCOCC1)Cc1ccncc1	4	-5	92	-1.4	-28	5	-1	28	-1	3	0
O=C(N/N=C\c1cc(Br)cs1)C1COc2ccccc2O1 (configuration not stated)	-13	268	107	1.3	4	0	-12	-4	11	3	1
Nc1nc(-c2ccccc2)c(N=Nc2ccc(Cl)cc2)s1	-10	4	nt	-1.1	86*	-9	-9	-86	21	6	1
COc1ccc(C2C(C#N)=C(/N=C/N3CCOCC3)OC3=C2C(=O)CC(C)(C)C3)cc1OC (configuration not stated)	-3	-19	104	-0.4	-11	3	-16	11	17	6	-6
O=C(c1ccc2c(c1)OCO2)N1CCOCC1	0	-10	98	-0.9	-19	3	-2	19	1	2	0
CCCc1cc(=O)[nH]c(SCC(=O)Nc2c(C)cccc2C)n1	0	13	102	-1.9	-5	-6	-10	5	1	-2	1
CCn1cc(C2=NOC(C(=O)Nc3cccc(C(C)=O)c3)C2)c(C)n1 (configuration not stated)	-6	-8	101	4.8	-30	15	-8	30	8	4	5
Cc1cccc(-c2oc3ccc(-c4ccc5c(c4)OCO5)cc3c2-c2ccc(OC3CCCCO3)cc2)c1 (configuration not stated)	3	2	98	-0.4	11	-7	-18	-11	-1	-3	nt
CN(C)C(CNC(=O)CN1C(=O)NC2(CCc3ccccc32)C1=O)c1ccco1 (configuration not stated)	-2	i	nt	-1.3	12	-4	nt	-12	-1	-10	1
COc1ccc(C2=NN(c3nc(-c4ccc(CNC(C)=O)cc4)cs3)C(c3ccco3)C2)cc1 (configuration not stated)	-10	-16	nt	0.3	nt	6	30	nt	2	6	7
COc1ccc(C(=O)OCC(=O)NC(=O)NC2CCCC2)cc1OC	-17	14	nt	-0.1	-19	0	-13	19	11	-2	0
COC(=O)c1[nH]c2cccc(Cl)c2c1NC(=O)CN1CCN(CCO)CC1	-2	-4	103	-0.7	-35	-2	2	35	-3	-2	0
COc1cc(S(=O)(=O)Nc2ccc3nc(C)sc3c2)ccc1NC(C)=O	-6	114	116	-0.6	-10	-2	-15	10	-6	-14	1
COc1ccc(C2SCCN2S(=O)(=O)c2ccc(NC(C)=O)cc2)cc1 (configuration not stated)	0	-25	105	-1.0	-10	-1	6	10	30	-3	-6
CCc1cccc2c(C(=O)COC(=O)/C=C/c3ccc(O)c(OC)c3)c[nH]c12	-3	-1	99	0.0	76*	-16	0	-76	4	-15	-2
COc1ccc(N2C(S)=C(C#N)C(=O)NC2c2ccc(OC)c(OC)c2)cc1 (configuration not stated)	-6	-2	97	-0.1	6	-2	4	-6	0	-2	-2

Part of the list above in order of formula weight, high to low.
SMILES	dFosB activator	Mot1-301 SUMO	DSG3 Ab inh	CDK5 p35 inh	SR-BI HDL uptake	PKA-R2B activ	MITF act	SR-BI DiI-HDL act	Arr AP2 block	PKA-R1A act	NSD2 inh
COc1ccc(C2C(C#N)=C(/N=C/N3CCOCC3)OC3=C2C(=O)CC(C)(C)C3)cc1OC (configuration not stated)	-3	-19	104	-0.4	-11	3	-16	11	17	6	-6
CC(OC(=O)[C@@H](NC(=O)c1ccco1)C(C)C)C(=O)Nc1ncc(Cl)cc1Cl (some centres not stated)	1	-6	100	0.1	-3	0	-4	3	-11	1	-7
COc1ccc(C2SCCN2S(=O)(=O)c2ccc(NC(C)=O)cc2)cc1 (configuration not stated)	0	-25	105	-1.0	-10	-1	6	10	30	-3	-6
COc1cc(S(=O)(=O)Nc2ccc3nc(C)sc3c2)ccc1NC(C)=O	-6	114	116	-0.6	-10	-2	-15	10	-6	-14	1
O=C(Cc1ccsc1)N1CCc2c([nH]c3ccccc23)C1c1ccccn1 (configuration not stated)	-10	21	95	1.6	12	-5	2	-12	0	-17	-1
CN(CCC1CCCCO1)Cc1cn(C)nc1-c1ccc2c(c1)OCCO2 (configuration not stated)	-11	-7	94	-0.1	3	-2	14	-3	14	-1	10
COc1ccc(C(=O)OCC(=O)NC(=O)NC2CCCC2)cc1OC	-17	14	nt	-0.1	-19	0	-13	19	11	-2	0
Cc1cc(F)c(F)c(C(=O)N2CCN(C)CC2)c1Cl	-1	54	100	0.6	-8	0	-5	8	3	8	nt
COc1ccc(OCC(=O)NNC(=O)C2CCC2)cc1	4	-14	91	-3.5	22	-5	3	-22	-3	8	-2
